SNCA viab count: GF-AFC viability counterscreen for inhibitors of alpha-synuclein gene (SNCA) expression; Potency, µM (series often up to 57.1 µM), inactives show at the top dose activity change, negative = cytotoxicity, usual class: cytotoxic; hit rate 0.12% among 150,000; HEK-293-SNCA-luc viability, GF-AFC fluorescence, 24 h;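 further: potency means the concentration at half of the fitted maximal effect; 0% = DMSO-treated cells and -100% = medium-only wells without cells; nearly all actives have a fitted effect of over 30% in size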
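HEK-293-SNCA-luc cells (1500/well) plated 24 h, then exposed 24 h to a dilution series; GF-AFC added 30 min at 37C, fluorescence 405/540 nm; normalised to medium-only and DMSO wells, Hill fit.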
IP6K1 inhibitor: Primary qHTS assay for small molecule inhibitors of Inositol hexaphosphate kinase 1 (IP6K1); hit rate 0.81% among 140,000; IP6K1 kinase, ADP-Glo luminescence, 2 h; active compounds read low; activity change, % (series mostly up to about 58 µM); Inositol hexakisphosphate kinase 1 (Homo sapiens), Q92551; in the data active means activity change below about -25%
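ADP-Glo luminescence measures ADP made by human IP6K1 during a 2 h RT reaction with ATP/IP6 (mix at 1.3 mM/130 uM); top library doses 57.5 and 19.1 uM final.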
HEK cytotox: Cytotoxic Profiling in HEK 293 Cell Line of Diverse Libraries Using Quantitative High-Throughput Screening; AID 1345083, 2018; Potency, µM (doses to about 115 µM), inactives show top-dose activity change, negative = cytotoxicity, hits mostly inhibitors; HEK 293 viability, ATP luminescence (CellTiter-Glo), 48-72 h; hit rate 6.6% among 94,000; further: potency means the concentration at half of the fitted maximal effect; nearly all actives have a fitted effect of over 60% in size
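HEK 293 seeded at 250 cells/well receive compound via pintool. After 48 or 72 hr at 37 degree Celsius, 5% CO2 and 95% humidity, CellTiter-Glo is dispensed and luminescence read following 10 min at room temperature.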
3T3 cytotox: Cytotoxic Profiling in NIH 3T3 Cell Line of Diverse Libraries Using Quantitative High-Throughput Screening | hit rate 4.3% among 94,000 | Potency, µM (highest dose often 96.7 µM), for inactives: top-dose activity change, negative = cytotoxicity, usual class: inhibitors | NIH 3T3 viability, CellTiter-Glo ATP luminescence, 48-72 h | AID 1345082, 2018; further: potency means the concentration at half of the fitted maximal effect; nearly all actives have a fitted effect of over 55% in size
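Cytotoxicity was measured by CellTiter-Glo ATP luminescence after 48 or 72 h compound exposure at 37 °C. Mouse NIH 3T3 fibroblasts were seeded at 400 cells/well and dosed by 23 nL pin transfer.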
SNCA expr inhib: Primary qHTS assay for inhibitors of alpha-synuclein gene (SNCA) expression. HEK-293 SNCA-luciferase knock-in, luminescence, 24 h. Potency, µM (top dose mostly 57.2 µM), inactives show at the top dose activity change, negative = inhibition, usual class: inhibitors. hit rate 0.17% among 140,000. AID 1671194, 2021;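 further: potency means the concentration at half of the fitted maximal effect; plate controls were DMSO cells for no effect and cell-free wells for full effect; nearly all actives have a fitted effect of over 45% in size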
FLuc inh: Firefly luciferase inhibition profiling of diverse chemical library using quantitative high-throughput screening. purified P. pyralis luciferase, luminescence, biochemical. Potency, µM (series often up to 115 µM), for inactives: at the highest dose activity change, negative = inhibition, usual class: inhibitors. hit rate 2.5% among 76,000. AID 1347043, 2019; further: potency means the concentration at half of the fitted maximal effect; nearly all actives have a fitted effect of over 65% in size
Target sequence (P08659 whole entry, looked up): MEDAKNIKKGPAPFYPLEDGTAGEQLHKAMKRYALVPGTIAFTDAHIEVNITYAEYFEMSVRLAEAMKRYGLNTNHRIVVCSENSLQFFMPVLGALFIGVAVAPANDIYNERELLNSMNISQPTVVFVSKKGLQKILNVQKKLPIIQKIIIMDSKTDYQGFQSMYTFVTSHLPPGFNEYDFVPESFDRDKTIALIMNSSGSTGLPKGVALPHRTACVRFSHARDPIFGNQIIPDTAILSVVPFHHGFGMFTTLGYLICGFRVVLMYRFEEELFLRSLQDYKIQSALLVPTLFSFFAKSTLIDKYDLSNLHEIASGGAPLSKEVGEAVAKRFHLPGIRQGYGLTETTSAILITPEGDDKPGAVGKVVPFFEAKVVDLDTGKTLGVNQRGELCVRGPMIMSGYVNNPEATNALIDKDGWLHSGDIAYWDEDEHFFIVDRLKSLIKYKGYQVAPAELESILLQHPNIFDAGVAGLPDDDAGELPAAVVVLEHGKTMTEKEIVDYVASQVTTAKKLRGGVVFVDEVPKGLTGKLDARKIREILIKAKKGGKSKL
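Purified 10nM P. pyralis luciferase with 10uM D-luciferin and 10uM ATP in 50mM Tris acetate pH 7.5, 10mM Mg acetate, 0.01% Tween-20, 0.05% BSA. qHTS titration; luminescence read by CCD imager.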
GPT2 inhibitor: Primary qHTS assay for inhibitors of Glutamate pyruvate transaminase 2 (GPT2). Potency, µM (series often up to 57.7 µM), inactives show at the highest dose activity change, negative = inhibition, usual class: inhibitors. Alanine aminotransferase 2 (Homo sapiens), Q8TD30. AID 1671188, 2021. hit rate 0.25% among 100,000. Recombinant GPT2, coupled pyruvate oxidase/HRP Amplex Red fluorescence; further: potency means the concentration at half of the fitted maximal effect; nearly all actives have a fitted effect of over 60% in size; many of its hits are not listed in these tables
Target sequence (Q8TD30 whole entry, looked up): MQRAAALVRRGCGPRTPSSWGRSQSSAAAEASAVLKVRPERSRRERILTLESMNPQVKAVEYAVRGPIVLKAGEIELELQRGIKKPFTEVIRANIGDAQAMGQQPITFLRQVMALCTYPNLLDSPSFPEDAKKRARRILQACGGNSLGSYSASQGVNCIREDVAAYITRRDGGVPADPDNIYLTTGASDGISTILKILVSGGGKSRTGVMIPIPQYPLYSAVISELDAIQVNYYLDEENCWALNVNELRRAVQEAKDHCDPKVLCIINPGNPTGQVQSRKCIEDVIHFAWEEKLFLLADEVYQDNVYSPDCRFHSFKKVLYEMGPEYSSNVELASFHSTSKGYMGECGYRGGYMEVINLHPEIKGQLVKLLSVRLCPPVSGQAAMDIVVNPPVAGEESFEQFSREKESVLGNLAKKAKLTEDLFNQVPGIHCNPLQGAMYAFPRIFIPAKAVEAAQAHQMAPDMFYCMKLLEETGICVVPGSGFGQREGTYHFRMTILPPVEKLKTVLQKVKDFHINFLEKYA
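GPT2 10ng/uL, a-KG 250uM, L-Ala 2mM, HEPES pH7.5 + 0.0001% Tween; 30 min RT. Then Amplex mix (PO/HRP/ThPP), 30 min RT dark, fluorescence. AOA 50uM used as positive control.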
* hit, by the source's call; i = inactive; ? = inconclusive; . = not tested or not shown; [ ] = another dose, or the depositor's remark. Unless noted, the call rests on the fitted dose curve; in most records, active means well fitted curve in the direction sought with a large enough effect; inconclusive means small, poorly fitted or top-dose-only effect, or another doubt; inactive means no such curve, though single readings can be large; an effect the other way counts as inactive or inconclusive. Unless noted, on the % scale 0 is the no-effect control and ±100 the full control effect.

SMILES	SNCA viab count	IP6K1 inhibitor	HEK cytotox	3T3 cytotox	SNCA expr inhib	FLuc inh	GPT2 inhibitor
COc1ccc(CC2SC(=O)NC2=O)cc1C(=O)NCc1ccc(C(F)(F)F)cc1 (centres undefined)	1%	.	.	.	-18%	.	-14%
CO[C@H]1CN(C2CCN(C(=O)c3noc(C)c3Cn3cccn3)CC2)[C@H]1c1cccnc1	?	7	i	-4%	6%	.	i
Cc1c(-c2ccc(F)cc2)[nH]c2ccc(CNC(=O)c3cnn(C)c3)cc12	-13%	-9	40µM*	?	-17%	25µM*	-14%
COc1ccc(N2CCN(c3ncnc4c3cnn4-c3ccc(C)c(Cl)c3)CC2)cc1	3%	8	.	.	28%	.	.
Cc1noc(-c2ccc3c(c2)OCO3)c1C(=O)NCCSCc1ccccc1	-1%	-6	?	?	3%	-14%	i
COCCc1noc(C2CN(C(=O)Nc3ccc(C)c(C)c3)C2)n1	3%	20	2%	-10%	-2%	?	-1%
CC(C)(C)C(=O)Nc1cc(-c2ccccn2)nn1-c1ccccc1	-7%[87.6 µM]	6	?	-6%[138 µM]	5%[87.6 µM]	.	-11%[88.5 µM]
O=C1[C@H]2CN(Cc3ccc(F)c(Cl)c3)C[C@H]2C(=O)N1Cc1ccc2c(c1)OCO2	20%	10	35µM*	?	-30%	3%	-2%
CCOC(=O)c1cc(-c2ccc(OC)cc2)n(CCC(=O)Nc2cccc(C(C)=O)c2)c1C	-23%	-3	.	.	-17%	.	.
COc1ccc(CN2C(=O)COC[C@H]2C(=O)NCc2ccc(F)cc2F)cc1OC	3%	0	-14%	-10%	7%	0%	?
COc1cccc(-c2c(C(=O)Nc3cccc(Cl)c3)nc3sccn23)c1	?	-10	-36%	?	-30%	.	-3%
COC(=O)c1ccccc1NC(=O)C1CCCN(C(=O)c2cnn(-c3ccc(F)cc3)c2-n2cccc2)C1 (centres undefined)	14%	15	.	.	2%	.	.
COC(=O)c1scc(-c2ccc(C)cc2)c1S(=O)(=O)Nc1cc(Cl)c(OC)cc1OC	-1%	-10	.	.	18%	.	.
CCOc1ccccc1NC(=O)CSc1nc2cc(OC)c(OC)cc2c2nc(-c3ccccc3)nn12	4%	7	.	.	7%	.	.
COCCOC1CN(C2CCN(C(=O)c3cccc(C)c3)CC2)C12CCCCC2 (centres undefined)	-9%	-1	-23%	-19%	9%	-11%	-14%
Cc1cccc(CNC(=O)c2ccc(Cn3c(SCc4cccc(F)c4)nc4cccnc43)cc2)c1	-11%	-53*	.	.	-7%	.	.
CCCCN(CC)C(=O)Cn1nc(C)c2c(C)n(-c3ccccc3)nc2c1=O	9%	8	.	.	-22%	.	.
O=C([C@@H]1C[C@H](Oc2ccccc2)CN1C(=O)Cc1cccc(F)c1)N1CCOCC1	-12%	-1	-1%	-15%	-3%	-12%	i
Cc1ccc(C)c(CNC(=O)c2ccc3c(c2)nc2n3CCOC2)c1	9%	24	.	.	34%[activator]	.	.
O=C(NCCN1CCCCC1)C1(CCO)CC12CCOCC2 (centres undefined)	3%	2	i	4%	-12%	2%	i
Cc1ccc(CSc2nc3cccnc3n2Cc2ccc(C(=O)NC3CC3)cc2)cc1	1%	4	.	.	2%	.	.
Fc1ccc(-n2cc(CCCCN3CCC4(CC3)OCc3ccccc34)c3ccccc32)cc1	19µM*	21	.	.	.	.	-3%
CN1CCC(O)(C(=O)N2C[C@@H](C(=O)O)[C@H](c3ccc(F)cc3)C2)CC1	14%	17	?	-5%	5%	6%	-4%
CC1=NS(=O)(=O)N(C)C=C1C(=O)OCc1nc(-c2cccc(Br)c2)no1	-1%	-14	?	?	12%	-11%	i
O=C(Nc1ccc(F)c(Cl)c1)c1cnc(-c2ccccc2)nc1-c1ccncc1	-25%	-4	35µM*	25µM*	?	33%	i

Copied from the list.
SNCA viab count with O=C([C@@H]1C[C@H](Oc2ccccc2)CN1C(=O)Cc1cccc(F)c1)N1CCOCC1 reads -12%
SNCA expr inhib with COc1ccc(CC2SC(=O)NC2=O)cc1C(=O)NCc1ccc(C(F)(F)F)cc1 (centres undefined) reads -18%
FLuc inh with COCCOC1CN(C2CCN(C(=O)c3cccc(C)c3)CC2)C12CCCCC2 (centres undefined) reads -11%

(next part)
SMILES	SNCA viab count	IP6K1 inhibitor	HEK cytotox	3T3 cytotox	SNCA expr inhib	FLuc inh	GPT2 inhibitor
Cn1ccnc1CN1C[C@@H](F)[C@@H](OCc2nc3ccc(C(F)(F)F)cc3[nH]2)C1	4%[87.6 µM]	-2	-12%[172 µM]	-2%[138 µM]	48%[activator][87.6 µM]	-11%[172 µM]	-16%[88.5 µM]
O=C1CCN(S(=O)(=O)c2ccccc2)CCCN(C(=O)c2ccoc2)CCN1	5%	-4	?	-14%	-13%	7%	0%
Cc1cccc(Cn2c(=O)n3nc(-c4ccccc4)nc3c3ccccc32)c1	-9%	-5	.	.	2%	.	.
Cc1ccc([S+](=O)([O-])N2CCN(Cc3ccccc3-c3cccnc3)CC2)cc1	2%[12.5 µM]	1	?	?	?	.	-1%
O=C(Nc1ncc([N+](=O)[O-])s1)c1ccccc1O	?	-31*	.	.	.	.	i
Cc1nc2cc(OCc3nc(C(=O)N(C)CC4(CO)CCC4)co3)ccc2s1	-13%	8	?	-32%	3%	?	-5%
CCc1nn(CCCC(=O)NCc2cc(Br)ccc2OC)c(=O)c2cc3occc3n12	3%	1	.	.	-14%	.	.
COc1ccc(OCC(=O)Nc2cc(-c3nc4ccccc4o3)ccc2Cl)cc1	4%	14	.	.	113%[activator]	.	.
Cc1ccc(NC(=O)c2cccc(NC(=O)N3CCSc4ncccc43)c2)cc1Cl	1%	12	.	.	59%[activator]	.	.
CC(C)(C)C1CCc2c(sc3nnn(CCOc4ccccc4)c(=O)c23)C1 (centres undefined)	12%	-11	.	.	36%[activator]	.	.
O=C(O)C1c2nc[nH]c2CCN1C(=O)CCCn1ccnc1 (centres undefined)	3%	3	-1%	0%	23%	8%	-11%
COc1ccc(-c2cc(C(=O)NC3CCC3)c3cnn(C)c3n2)cc1	.	-11	-30%[172 µM]	-24%[138 µM]	.	.	.
O=C(Nc1ccc(S(=O)(=O)N2CCC(c3nc4ccccc4s3)CC2)cc1)c1ccc(F)cc1	1%	3	.	.	22%	.	.
Nc1c(C(=O)Nc2ccc(C(F)(F)F)cc2)sc2nc(-c3cccs3)ccc12	11%	1	.	.	66%[activator]	.	.
Cc1cc(C)cc(NC(=O)N2CCC(CN3CCOCC3)CC2)c1	2%	-18	.	.	-9%	.	.
O=C(C1=NO[C@@H]2CN(Cc3ccsc3)C[C@H]12)N1CCOCC1	5%[87.6 µM]	-9	2%[172 µM]	?	14%[87.6 µM]	3%[172 µM]	3%[88.5 µM]
O=C(NCc1ccccc1Cl)C1CCc2nnc(-c3cccc(C(F)(F)F)c3)n21 (centres undefined)	5%	7	-26%	-16%	-5%	.	-2%
CCNC(=O)[C@@H]1C[C@H](NC(=O)c2ccco2)CN1C(=O)Cn1nccc1C	1%	-9	-15%	-6%	4%	-11%	0%
O=C(N[C@H]1CCN2C(=O)[C@@H](Cc3ccccc3)NC(=O)[C@H]12)c1cnccn1	-13%[87.6 µM]	-9	-12%[172 µM]	-6%[174 µM]	-24%[87.6 µM]	-5%[172 µM]	-21%[88.5 µM]
Cc1ccccc1-c1noc(CSc2nnc(-c3ccncc3)n2-c2ccc(F)cc2)n1	-5%	-6	.	.	-5%	.	.
O=C(CCCn1c(=O)c2cccn2c2ccccc21)Nc1cc(C(F)(F)F)ccc1Cl	-10%	2	.	.	-25%	.	.
Cc1ccncc1C(=O)N1CCC2(CC1)NCCc1c2[nH]c2ccccc12	0%[12.5 µM]	36	?	-19%	?	3%	-8%
Cc1ccc(OCCCC(=O)Nc2sc3c(c2C(N)=O)CCCC3)cc1	-6%	-8	.	.	-20%	.	.
CCOc1ncccc1CNC(=O)[C@H]1CNC[C@@H](C(=O)N2CCOCC2)C1	-3%	-7	i	i	0%	-5%	i
Cc1ccccc1-c1nnc(SCC(=O)N2CCCCC2)o1	-16%	-10	.	.	74%[activator]	.	.
The results go on:
SMILES	SNCA viab count	IP6K1 inhibitor	HEK cytotox	3T3 cytotox	SNCA expr inhib	FLuc inh	GPT2 inhibitor
COC[C@H]1C[C@@H](NC(=O)c2ccc(C#N)cc2)[C@H](O)[C@@H]1O	-6%[87.6 µM]	-1	i	3%[230 µM]	-19%[87.6 µM]	-2%[230 µM]	-5%[88.5 µM]
CC(=O)N1CCCC(C(=O)N2CCC(N3Cc4cccn4C3=O)CC2)C1 (centres undefined)	3%	-7	i	3%	15%	.	i
N#Cc1cccc(CN2CCc3nc(N4CCc5ccccc5C4)[nH]c(=O)c3CC2)c1	3%	-3	-3%	0%	10%	4%	-2%
CCc1noc(-c2cn(C3CCN(C(=O)c4cc(Cl)ccc4OC)C3)nn2)n1 (centres undefined)	-2%	-10	?	?	9%	0%	-24%
C#CCNC(=O)C1CCCN1c1nccc(Nc2ccccc2F)n1 (centres undefined)	-10%[12.5 µM]	13	-24%[172 µM]	?	-13%[87.6 µM]	.	i
Cc1cccc(C(=O)Nc2nnc(S(=O)(=O)N(C)c3ccccc3C)s2)c1	23%	-14	.	.	-7%	.	.
O=C1CC2(CCN(CC3CCCC3)C2)Nc2ccccc2N1 (centres undefined)	3%	2	-10%	-12%	13%	.	i
N#Cc1cccc(NC(=S)N[C@H]2CO[C@H]3[C@@H]2OC[C@@H]3n2nnnc2Oc2ccccc2)c1	-16%	1	?	?	?	6%	3%
O=C(C1CCN(Cc2ccccc2-c2ccccc2F)CC1)N1CCOCC1	?	-11	-23%	-22%	-8%	.	5%
Cc1cc(Cn2cc3c4c(cccc42)[C@H](CC(C)C)N[C@H](C(=O)NCc2ccco2)C3)no1	-19%	2	40µM*	28µM*	-5%	1%	?
COc1ccc(CCNC(=O)c2noc(-c3ccc(C)cc3)n2)cc1OC	12%	-7	?	?	?	-17%	i
Cc1cc2c(cc1S(=O)(=O)NCc1ccc(F)cc1)OCC(=O)N2	-4%	2	.	.	-15%	.	.
CCC(C)NC(=O)C(NC(=O)c1ccccc1F)C1CCN(C(=O)c2ccc(OC)cc2)CC1 (centres undefined)	-5%	16	3%	-10%	-4%	-9%	i
CCCS(=O)(=O)N1CCC(c2noc(-c3ccccc3)n2)C1 (centres undefined)	2%	-2	?	-18%	57%[activator]	-12%	i

Bioassay records deposited in PubChem BioAssay by National Center for Advancing Translational Sciences (NCATS).
